# Compound activity as filed in PubChem BioAssay.
# p53 reactivator: re-activators of mutant p53. H1299 p53-A138V BP100-luciferase reporter, luminescence, 24 h. Potency, µM (titrated, usually from 92.2 µM), for inactives: at the highest dose activity change, positive = activation, hits mostly activators. 320,000 tested, 0.063% active. AID 504706; further: % of control where 0% means no effect; nearly all actives have a fitted effect of over 45% in size
#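 H1299 (p53-null), stable ts p53-A138V + BP100-Luc; 1000 cells/well, Opti-MEM/10% FBS; cpd 4 pt, 1:5; 24 h, 37 deg C, 5% CO2; detection reagent 10 min RT; luminescence.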
# BRCA1 expr up: BRCA1 expression activation; MCF7-BRCA1-FFLuc reporter, luminescence, 48 h; response scale: scaled: vehicle 0%, 10 µM genistein 100%; Potency, µM (series often up to 46.1 µM), for inactives: at the highest dose activation, usual class: activators; 380,000 tested, 1.1% active; further: nearly all actives have a fitted effect of over 80% in size; some results filed as inactive show a strong effect at the top dose
#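 Luminescence from a BRCA1-driven firefly luciferase in MCF7 cells was the read-out, taken 15 min after substrate addition following 48 h compound exposure at 37 °C. Data were normalized to a 10 microM genistein control and DMSO vehicle.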
# uPA surface inh: blocks generation of uPA at the cell surface | cell surface uPA generation assay, qHTS | Potency, µM (series often up to 38.3 µM), for the others: at the top dose activity change, negative = inhibition, hits mostly inhibitors | 330,000 tested, 0.31% active | AID 540303; active means well fitted inhibition curve with a large enough effect; inconclusive means small, poorly fitted or top-dose-only effect; inactive means no such curve, though single readings can be large or run the other way; tested in mouse RAW 264.7 cells; further: on the % scale 0 is the no-effect control and ±100 the full control effect; nearly all actives have a fitted effect of over 55% in size
# ELG1 genotox: inducers of genotoxicity in HEK293T ELG1-luciferase cells; HEK293T ELG1-luciferase reporter, luminescence, 16 h; Potency, µM (series often up to 46 µM), without a hit: at the top dose activity change, positive = activation, most hits filed as activators; 330,000 tested, 1.3% active; AID 504466; further: % of control where 0% means no effect; nearly all actives have a fitted effect of over 60% in size
#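 Genotoxicity was scored as increased ELG1-luciferase reporter signal, measured by ONE-Glo luminescence (30 min, room temperature). Compound or vehicle exposure of the HEK293T reporter cells lasted 16 hr at 37°C.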
# Numbers without * were called inactive; ? = inconclusive; · = no result given; [ ] = dose if it differs, or a comment. Unless noted, the call rests on the fitted dose curve; in most records, active means well fitted activation curve with a large enough effect; inconclusive means small, poorly fitted or top-dose-only effect; inactive means no such curve, though single readings can be large or run the other way. Potency means the concentration at half of the fitted maximal effect.
SMILES,p53 reactivator,BRCA1 expr up,uPA surface inh,ELG1 genotox
O=C1NC(Cc2ccc(O)cc2)c2nc3ccc(Cl)cc3c(=O)n2-c2cc(Cl)ccc21 (stereo not drawn),0%,·,·,1%
Cc1cc(S(=O)(=O)Nc2ccc(C(=O)NCC3CCCO3)cc2)ccc1F (stereo not drawn),-2%,·,·,-2%
COc1ccc(NS(=O)(=O)c2ccc(NN=Cc3ccc(C(=O)O)cc3)c([N+](=O)[O-])c2)cc1,5%,·,·,1%
NNC(=O)c1ccccc1CO,·,1%,4%,·
CC(=O)N(C(C)=O)c1ncn(C)c1S(=O)(=O)Nc1ccccc1,·,1%,-1%,·
O=C(CCCc1ccncc1)c1ccccc1,·,4µM*,5%,·
O=C1O[C@@H]([C@H](O)CO)C(O)=C1O,·,2%,-9%,·
CCSC(=Nc1ccccc1)N1CCOCC1,·,-5%,12%,·
Cn1c2nc(=O)[nH]c(=O)c-2cc2ccccc21,·,37%,3%,·
COc1ccc(S(=O)(=O)N2CCOCC2)cc1NC(=O)c1ccc(S(=O)(=O)N2CCCCC2)cc1,·,-19%,-6%,·
O=C(NCC(=O)N(c1ccccc1)C(C(=O)NC1CCCC1)c1ccncc1)c1ccco1 (stereo not drawn),·,-9%,2%,·
COC(=O)C1=CO[C@@H](O[C@@H]2OC(CO)[C@@H](O)[C@@H](O)[C@@H]2O)C2C1CC[C@]2(C)O (stereo partly drawn),·,4%,5%,·
O=c1ccn(C2CCCO2)c(=O)[nH]1 (stereo not drawn),·,5%,1%,·
CC(C)(C)S(=O)(=O)N1C[C@@H]2CC/C=C\C/C(c3ccccc3)=C\2[C@H]1CCO,·,0%,-10%,·
Cc1ccc(NC(=O)c2ncn(CCCNCc3ccccc3)n2)cc1C,·,0%,-8%,·
CCC12CCC3c4ccc(O)cc4CCC3C1CC(O)C2O (stereo not drawn),·,-69%,-9%,·
O=[N+]([O-])c1ccc2c(c1)C(=NO)c1cc(F)ccc1-2,·,-35%,-8%,·
CCc1noc(C)c1C(=O)N1CCCC(N2CCN(c3ccc(F)cc3)CC2)C1 (stereo not drawn),·,-24%,3%,·
CCOC(=O)/C=C1/SCC(=O)N1CC(=O)Nc1ccc2c(c1)CCC2,·,-3%,-1%,·
O=C1C(=Cc2cccs2)Oc2ccccc21,·,31%,-2%,·
COc1cc(N)c2ncccc2c1OC,·,-52%,0%,·
O=C1C(=NO)CCCc2ccccc21,·,2%,1%,·
c1ccc2c(c1)nc1n2CCC1,·,-5%,1%,·
COC(=O)c1ccc(NCc2cc(O)ccc2O)cc1,·,0%,0%,·
CCCCCCCCNS(=O)(=O)CCNCc1ccc(OC)cc1,·,-9%,6%,·
# The results go on.
SMILES,p53 reactivator,BRCA1 expr up,uPA surface inh,ELG1 genotox
O=[N+]([O-])c1cccc(C=NNc2ccccc2)c1,·,-14%,-2%,·
COC1OC(CO)C(N(C)C(C)=O)C1O (stereo not drawn),·,5%,18%,·
Cc1ccc2nc(Cl)c(/C=N/NC(=O)CN3CCOCC3)cc2c1,·,0%,3%,·
CCCCCCCCCCCCN1[C@@H](CC(C)=O)c2cc(F)cc(F)c2S1(=O)=O,·,-15%,-1%,·
COC1=CC(=O)C(O)=C(CCCCCCC/C=C/CCCCCCCC2=C(O)C(=O)C=C(OC)C2=O)C1=O,·,-21%,6%,·
COc1cc2c(cc1OC)C1CCN3C(=O)CCC3N1CC2 (stereo not drawn),·,-19%,1%,·
O=C(O)C[C@H]1c2cc(F)ccc2S(=O)(=O)N1C1CCCC1,·,26%,19%,·
O=C(CN1CCCCCC1)Nc1nc2ccccc2s1,·,75%,0%,·
COc1ccc2c(c1)CCCC(Br)C2=O (stereo not drawn),·,-10%,-14%,·
CC(C)c1ccc(/C=c2\sc3n(c2=O)C(N)=C(C#N)C(c2ccc(C(C)C)cc2)C=3C(N)=O)cc1 (stereo not drawn),·,-25%,1%,·
N#CCCN(NC(=O)OCc1ccccc1)C(=O)OCc1ccccc1,·,-2%,3%,·
Cc1cnc(N=Nc2ccccc2)[nH]1,·,93%,-12%,·
COc1ccc(/C=C/c2c(-c3cccc(C)c3)oc3ccc(N4CCOCC4)cc23)cc1,·,7%,-18%,·
CON(C)C(=O)/C=C/c1ccc([B-](F)(F)F)cc1,·,14µM*,-19%,·
COC(=O)c1ccc(CN2CCC(Oc3ccc(C(=O)N4CCCCC4)cc3)CC2)cc1,·,-27%,-3%,·
O=c1oc2ccccc2c(O)c1Sc1c(O)c2ccccc2oc1=O,·,-31%,3%,·
COc1ccccc1N1CCN(C(=O)C2CC2)CC1,·,-1%,-1%,·
CCOC(=O)C(CCc1ccccn1)c1ccccc1 (stereo not drawn),·,14%,1%,·
C=C(CN(C)C)C(=O)c1ccc(OC2OC(COC(C)=O)C(OC(C)=O)C(OC(C)=O)C2OC(C)=O)cc1 (stereo not drawn),·,-87%[inhibitor],-9%,·
CCON1C(=O)C2(CCCCC2)C(=O)C12C=CCCC2 (stereo not drawn),·,-17%,4%,·
O=C(/C=C/c1ccccc1)c1ccc2ccccc2c1,·,-13%,-10%,·
CN(C(=O)c1cccc(NC(=O)Cc2ccc(NC(=O)C3CCCN(C(=O)C4CCC4)C3)cc2)c1)C1CCCC1 (stereo not drawn),·,-8%,-3%,·
CN(C)c1nc(N/N=C\c2ccc(Cl)c([N+](=O)[O-])c2)nc(Nc2ccc(F)cc2)n1,·,-59%,-19%,·
Cc1cc(C=O)sc1[B-](F)(F)F,·,17%,-5%,·
CC(C(=O)Nc1ccc2c(c1)OCO2)N(C)CC(=O)Nc1ccc(Cl)cc1 (stereo not drawn),·,-7%,0%,·

# The final 4 records of the section before open the next one.
SMILES,p53 reactivator,BRCA1 expr up,uPA surface inh,ELG1 genotox
CN(C(=O)c1cccc(NC(=O)Cc2ccc(NC(=O)C3CCCN(C(=O)C4CCC4)C3)cc2)c1)C1CCCC1 (stereo not drawn),·,-8%,-3%,·
CN(C)c1nc(N/N=C\c2ccc(Cl)c([N+](=O)[O-])c2)nc(Nc2ccc(F)cc2)n1,·,-59%,-19%,·
Cc1cc(C=O)sc1[B-](F)(F)F,·,17%,-5%,·
CC(C(=O)Nc1ccc2c(c1)OCO2)N(C)CC(=O)Nc1ccc(Cl)cc1 (stereo not drawn),·,-7%,0%,·
CC(=O)Oc1ccc(-c2cc3c(OC(C)=O)cc(OC(C)=O)cc3oc2=O)cc1,·,6%,-7%,·
Cc1ccccc1NS(=O)(=O)c1ccc(C(=O)NCC2(N3CCOCC3)CCCCC2)cc1,·,-4%,1%,·
O=C1Cc2ccccc2C(=O)N1Nc1ccccc1,·,-19%,5%,·
NC(=S)NN=C1c2ccccc2-c2c(F)c(F)c(F)c(F)c21,·,-66%,-4%,·
O=C1N[C@@H](Cc2ccccc2)C(=O)N2[C@@H]3N(S(=O)(=O)c4ccc(F)cc4)c4ccccc4[C@]3(Br)C[C@@H]12,·,0%,11%,·
CC(=NNC(=S)N1CCN(c2ccccn2)CC1)c1ccccn1,·,-84%,-4%,·
C[C@]12CCC(=O)C=C1C=CC1C2CC[C@@]2(C)C1CC[C@@]21CCC(=O)O1 (stereo partly drawn),·,-52%,3%,·
CCN1CCN(Cc2ccc(NC(=O)c3ccc(C)c(NC(=O)c4cncc(-c5cccs5)c4)c3)cc2C(F)(F)F)CC1,·,-45%,1µM*,·
CC(=O)Nc1ccccc1-c1ccccc1[N+](=O)[O-],·,-8%,0%,·
Cc1ccc(S(=O)(=O)N2CCOCC2)cc1NC(=O)COC(=O)c1cccc(Cl)c1Cl,·,-2%,6%,·
O=C(NNC(=O)c1ccc2ccccc2c1)c1cccc(F)c1,·,89%,0%,·
CC(=O)N(C)c1cc([N+](=O)[O-])ccc1OCc1ccccc1,·,3%,0%,·
OCCOCCn1c(C(CO)Nc2nc(-c3ccc(F)cc3)cs2)nc2ccccc21 (stereo not drawn),·,-7%,6%,·
Nc1ncc([N+](=O)[O-])cc1S(=O)(=O)c1ccccc1,·,-4%,19%,·
COc1ccc(C(=O)NC(C)c2ccc(-n3ccnc3)cc2)c(OC)c1 (stereo not drawn),·,-30%,2%,·
Cn1c(=O)oc2cc(S(=O)(=O)N3CCN(C(=O)c4ccco4)CC3)ccc21,·,-29%,1%,·
COc1ccccc1Nc1ccc2c(O)cc(S(=O)(=O)O)cc2c1,·,1%,-4%,·
CC(C)CC(=O)N1CC=CC[C@@H](c2ccc(Cl)cc2)N(Cc2ccc(Cl)cc2)C(=O)[C@@H]1Cc1ccccc1,·,-10%,-8%,·
COc1ccc(N=C2C(=S)N(c3ccc(OC)cc3)C(=NS(=O)(=O)c3ccccc3)N2c2ccccc2)cc1,·,3.5µM*,-3%,·
CC(C)C[C@@H](CNCC(=O)[C@H](CC(C)C)NC(=O)c1[nH]cnc1C(=O)N[C@@H](C)CN)NC(=O)c1nc[nH]c1C(=O)N[C@@H](CC(C)C)C(=O)O,·,3%,22%,·
CCOC(=O)C1=C(COC(=O)c2ccc(OC)c(S(=O)(=O)N3CCOCC3)c2)NC(=O)NC1C (stereo not drawn),·,2%,4%,·
COc1ccc(CNC(=O)[C@@H]2CC=C[C@@H]3CCN(Cc4ccc(Cl)c(Cl)c4)C(=O)[C@@H]32)cc1,·,-25%,?,·
CN1CCc2c(sc3c2c(=O)n(-c2ccccc2)c2nnc(SCc4ccc(F)cc4)n32)C1,·,-3%,2%,·
COc1ccccc1N1CCN(CCCN2CC(=O)N3CCCCC3C2=O)CC1 (stereo not drawn),·,-8%,0%,·
COc1ccc(-c2ccc3c(c2)C2CC3CCN2)cc1 (stereo not drawn),·,-31%,-28%,·

# 3 structures out of the list, ordered by heavy-atom count, ascending:
SMILES,p53 reactivator,BRCA1 expr up,uPA surface inh,ELG1 genotox
O=C(NNC(=O)c1ccc2ccccc2c1)c1cccc(F)c1,·,89%,0%,·
Cn1c(=O)oc2cc(S(=O)(=O)N3CCN(C(=O)c4ccco4)CC3)ccc21,·,-29%,1%,·
COc1ccc(CNC(=O)[C@@H]2CC=C[C@@H]3CCN(Cc4ccc(Cl)c(Cl)c4)C(=O)[C@@H]32)cc1,·,-25%,?,·

# (continued)
SMILES,p53 reactivator,BRCA1 expr up,uPA surface inh,ELG1 genotox
COC(=O)c1ccc(CNC(=O)Cn2cc(C)c(=O)[nH]c2=O)cc1,·,5%,-8%,·
CC(=O)Nc1cccc2cc(O)ccc12,·,-14%,2%,·
NCC(=O)NCC(=O)NC1(C(=O)O)CCCC1,·,0%,1%,·
COc1ccccc1-c1cccc([C@@H]2C[C@H]3[C@H](CON3C)CN2C)c1,·,27%,-18%,·
COc1cc(OC)cc(C(=O)N[C@H](C(=O)OCC(=O)N2CCN(S(=O)(=O)c3ccc(C)cc3)CC2)C(C)C)c1,·,-13%,-26%,·
O=C1c2[nH]c(=O)[nH]c(=O)c2CN1Cc1ccccc1,·,8%,-3%,·
O=C(Nc1cc(Cl)ccc1Cl)N1CCN(C(=O)Nc2cc(Cl)ccc2Cl)CC1,·,-52%,-1%,·
CC(C)C[C@H]1COCCS(=O)(=O)N1Cc1cccc(Cl)c1,·,-1%,5%,·
CCc1ccc(C(C)NC(=O)c2cccs2)cc1 (stereo not drawn),·,-8%,-2%,·
O=C(CCc1ccccc1)Nc1ccccc1OC(=O)c1ccccc1,·,26%,2%,·
CN(C(=O)c1cccc(NC(=O)Cc2ccc(NC(=O)C3CCCN(C(=O)C4CC4)C3)cc2)c1)C1CCCCC1 (stereo not drawn),·,13%,-10%,·
Cn1cccc1C1C=C(c2ccc(C(C)(C)C)cc2)Nc2ncnn21 (stereo not drawn),·,18%,?,·
COC(=O)C1=C(C(=O)OC)[C@@H]2Nc3ccccc3[C@@]23C[C@@H](C(=O)OC)N(C(=O)COCc2ccccc2)C3=N1,·,0%,4%,·
CN(C(=O)c1ccc(NC(=O)Cc2cccc(NC(=O)C3CCN(C(=O)c4ccccc4)CC3)c2)cc1)C1CC1,·,10%,?,·
CCn1nc(C)cc1C(=O)N1CCCC(N2CCN(c3ccccc3OC)CC2)C1 (stereo not drawn),·,-30%,1%,·

# An excerpt from above, showing only ELG1 genotox, p53 reactivator and BRCA1 expr up.
SMILES | ELG1 genotox | p53 reactivator | BRCA1 expr up
CN(C(=O)c1ccc(NC(=O)Cc2cccc(NC(=O)C3CCN(C(=O)c4ccccc4)CC3)c2)cc1)C1CC1 | · | · | 10%
CCn1nc(C)cc1C(=O)N1CCCC(N2CCN(c3ccccc3OC)CC2)C1 (stereo not drawn) | · | · | -30%

# These rows are one share of the data. The share of hits here may be higher or lower than overall.
